RGS4 act – potentiators or activators of RGS4. HEK293 M3R/inducible RGS4, carbachol calcium flux Fluo4; hits give low values. B-score at 10 µM. 0.92% of 310,000 active. AID 463111;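 active = B-score of the integrated calcium signal more than 4 SD below the library mean, with starting fluorescence not abnormally high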;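 also: negative B-score means reduced calcium response which marks RGS4 activation or potentiation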
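Material: Inducible-RGS4 HEK293 cells carrying M3 receptor; also added: carbachol at ECmax as muscarinic agonist stimulus; incubation: compound preincubation 20 min at room temperature before agonist; signal: Fluo4-AM (2 µM) calcium-flux fluorescence, kinetic read; measure: integrated calcium ratio converted to B score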
MrgX1 PAM – allosterically activates human MrgX1 receptor signaling. AID 588675. 0.63% of 310,000 active. B-score at 10 µM. MrgX1-HEK293, Fluo-4 calcium flux, FDSS; hits give high values;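 active = plate-corrected calcium response at least 3 library SD above typical, normal starting fluorescence, not activating the receptor alone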;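 also: compound read alongside a low EC10 to EC30 dose of BAM8-22 agonist; peak minus trough fluorescence over baseline measured at the second addition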
TMEM16A inh – blocks the mouse calcium-activated chloride channel TMEM16A; 1.2% of 310,000 active; AID 588511; HEK293 TMEM16A/YFP iodide influx fluorescence, ionomycin; normalized B-score (activity score, 25-100; higher = stronger inhibition) at 10 µM;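 active = ratio plate-corrected score three or more library SD toward inhibition, starting fluorescence score within five deviations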;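 also: score derived from kinetic fluorescence span divided by baseline fluorescence per well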
TMEM16A act – activates or potentiates the mouse TMEM16A chloride channel; B-score at 10 µM; 0.3% of 340,000 active; Q8BHY3; HEK293 TMEM16A/YFP-H148Q/I152L, iodide quench fluorescence; hits give low values;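 active = fluorescence-ratio B-score plate-corrected deviation score at least 3 library SD below zero, with starting fluorescence score within 5 deviations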;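 also: channel opened by trigger with iodide after compound preincubation; score built on the fluorescence ratio of max minus min over baseline; more negative score means more quench and so TMEM16A activation or potentiation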
KCNK9 block – blocks the human KCNK9 two-pore domain potassium channel | Q9NPC2 | HEK293 KCNK9, FluxOR thallium flux fluorescence; hits give low values | B-score at 10 µM | 1.2% of 310,000 active;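 active = ratio B-score over 3 SD below the library mean, with starting fluorescence within 5 SD of its mean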;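 also: negative B-score means less thallium flux so channel inhibition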
KCNQ1 block – human KCNQ1 channel inhibition. P51787. CHO-K1 KCNQ1, FluxOR thallium flux fluorescence; hits give high values. B-score at 10 µM. 1.3% of 310,000 active. AID 2642;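 active = compounds whose thallium flux B-score, printed positive for inhibition, exceeds three library SD while starting fluorescence stays within three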;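 also: channel opened by potassium depolarization with thallium stimulus after 20 min compound exposure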
MrgX1 ag – agonists of human MrgX1 receptor | Q96LB2 | AID 588627 | MrgX1-HEK293 cells, Fluo-4 calcium fluorescence, agonist mode; hits give high values | 0.44% of 310,000 active | B-score at 10 µM;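 active = calcium response B-score plate-corrected fluorescence ratio at least 3 library SD, with starting fluorescence B-score inside 5 SD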
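System – MrgX1-expressing HEK293 cells · Incubation – cells plated overnight, dye loaded 0.5 h 37 °C, 0.5 h room temperature · Technique – kinetic Fluo-4 NW fluorescence of intracellular calcium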
hERG protect – hERG (human) protection from proarrhythmic block. activation (rescue from dofetilide block), less the hit threshold, % at 10 µM. 0.51% of 310,000 active. AID 1511. CHO-hERG, FluxOR thallium flux, dofetilide IC70 present;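 active = activation above the mean of controls blocked by dofetilide plus 5 SD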;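 also: thallium influx through hERG after potassium depolarization seen as dye fluorescence rise; in these data hits start at about 4.7%; inactives centre near -7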
Target sequence (Q12809 whole entry, looked up): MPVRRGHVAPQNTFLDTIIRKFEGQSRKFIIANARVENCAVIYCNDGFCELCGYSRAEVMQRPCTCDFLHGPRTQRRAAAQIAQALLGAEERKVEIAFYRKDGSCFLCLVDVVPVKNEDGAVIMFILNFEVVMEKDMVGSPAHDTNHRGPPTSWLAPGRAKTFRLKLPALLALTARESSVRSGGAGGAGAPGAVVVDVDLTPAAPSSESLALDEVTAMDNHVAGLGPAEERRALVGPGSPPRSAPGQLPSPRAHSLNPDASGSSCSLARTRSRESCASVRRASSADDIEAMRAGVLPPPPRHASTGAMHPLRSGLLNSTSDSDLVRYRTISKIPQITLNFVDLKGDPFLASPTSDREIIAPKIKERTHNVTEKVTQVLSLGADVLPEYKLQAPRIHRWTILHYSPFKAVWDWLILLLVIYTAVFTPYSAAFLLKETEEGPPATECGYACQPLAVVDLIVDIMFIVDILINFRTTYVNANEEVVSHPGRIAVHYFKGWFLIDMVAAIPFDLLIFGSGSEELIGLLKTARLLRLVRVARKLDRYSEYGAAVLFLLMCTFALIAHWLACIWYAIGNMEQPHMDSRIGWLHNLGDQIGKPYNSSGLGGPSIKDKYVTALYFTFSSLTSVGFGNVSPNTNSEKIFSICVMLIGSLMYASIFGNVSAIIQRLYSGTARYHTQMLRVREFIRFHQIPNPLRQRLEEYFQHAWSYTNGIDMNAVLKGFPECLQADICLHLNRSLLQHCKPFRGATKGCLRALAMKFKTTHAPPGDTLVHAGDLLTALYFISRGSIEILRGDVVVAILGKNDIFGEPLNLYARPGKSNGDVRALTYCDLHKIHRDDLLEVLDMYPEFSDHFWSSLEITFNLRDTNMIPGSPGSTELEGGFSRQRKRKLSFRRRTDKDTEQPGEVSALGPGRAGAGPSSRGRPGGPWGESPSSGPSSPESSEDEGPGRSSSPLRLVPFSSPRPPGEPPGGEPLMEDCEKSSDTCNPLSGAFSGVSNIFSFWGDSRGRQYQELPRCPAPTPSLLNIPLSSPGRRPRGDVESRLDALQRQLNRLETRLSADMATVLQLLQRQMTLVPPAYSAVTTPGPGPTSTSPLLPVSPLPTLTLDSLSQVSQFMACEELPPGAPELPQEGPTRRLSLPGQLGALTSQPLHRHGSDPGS
KCNQ1 pot – human KCNQ1 channel potentiation or activation; P51787; CHO-K1 KCNQ1, thallium flux FluxOR fluorescence; hits give high values; B-score at 10 µM; 0.35% of 310,000 active;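 active = fluorescence ratio B-score, a plate-corrected score, at least three library SD, with initial intensity B-score within 5 SD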
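Doses: Single concentration per compound, DMSO matched to controls | Test system: KCNQ1-transfected CHO-K1 cells | Timing: 90 min dye loading and 20 min compound exposure, both at room temperature | Measured by: Kinetic FluxOR thallium fluorescence, 10-s 1-Hz baseline, 110-s post-stimulus read | Medium: Assay buffer with matched DMSO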
RGS4 inh – human RGS4 inhibition; B-score at 10 µM; HEK293 M3R/RGS4 inducible, Fluo-4 calcium flux; hits give high values; triggered by carbachol at its EC20; 0.45% of 310,000 active; P49798; AID 463165;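 active = B-score, a plate-corrected calcium signal, over three deviations above library mean, with baseline fluorescence within five deviations of library mean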;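 also: RGS4 expression induced by doxycycline in cells with stable M3 receptor; B-score is computed from the integrated fluorescence ratio over baseline after carbachol; higher B-score means a larger calcium signal and so more RGS4 inhibition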
KCNK3 block – human KCNK3 channel inhibition, primary screen; O14649; CHO-KCNK3 thallium flux, FluxOR fluorescence; hits give low values; B-score at 10 µM; 0.84% of 340,000 active; AID 602410;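 active = B-score under library mean minus 4 SD, starting fluorescence ratio at most library mean plus 5 SD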;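 also: more negative B-score means stronger inhibition of thallium flux through KCNK3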
* hit, by the source's call; i = inactive; . = no result given; & = joins results of further samples.

Molecule,RGS4 inh,TMEM16A inh,RGS4 act,KCNK9 block,KCNK3 block,TMEM16A act,KCNQ1 pot,hERG protect,MrgX1 PAM,KCNQ1 block,MrgX1 ag
Cc1csc(NC(=O)C2CCN(S(=O)(=O)c3ccccc3F)CC2)n1,i,i,i,i,i,i,i,-7.9,i,i,i
Clc1nc(-c2ccccn2)nc2scc(-c3ccccc3)c12,i,i,i,i,i,i,i,2.6,i,i,i
Fc1cccc(CN2CCSCC2)c1,i,i,i,i,i,i,i,-12.0,i,i,i
COc1ccc(-c2cc(-c3ccc(N)cc3)nc(N)c2C#N)cc1OC,i,i,i,i,i,i,i,-15.3,i,i,i
CCOC(=O)c1c(NC(=O)COC(=O)CNC(=O)c2ccc(Cl)cc2Cl)sc(C(=O)N(C)C)c1C,i,i,i,i,i,i,i,-16.6,i,i,i
O=C(NCCc1ccccc1F)C1CCC(=O)N(CCCN2CCCC2=O)C1 (centres undefined),i,i,i,i,i,i,i,-15.1,i,i,i
Cc1ccc(C(=O)NCCSC(C)(C)C)cc1,i,i,i,i,i,i,i,-2.3,i,i,i
COc1ccc2c(c1)c(=O)c(C(=O)c1ccc(F)cc1)cn2CC(=O)Nc1ccc(F)cc1,i,i,i,i,i,i,i,-3.7,i,i,i
C#CC(C)(C)NC(=O)c1cnc(-c2ccccc2)nc1-c1ccccc1,i,i,i,i,i,i,i,-4.9,i,i,i
CCN(CC)c1ccc2ccc(=O)oc2c1,i,i,i,i,i,i,i,-4.3,i,i,i

Three neighbouring compounds already listed:
Molecule,RGS4 inh,TMEM16A inh,RGS4 act,KCNK9 block,KCNK3 block,TMEM16A act,KCNQ1 pot,hERG protect,MrgX1 PAM,KCNQ1 block,MrgX1 ag
Cc1csc(NC(=O)C2CCN(S(=O)(=O)c3ccccc3F)CC2)n1,i,i,i,i,i,i,i,-7.9,i,i,i
Clc1nc(-c2ccccn2)nc2scc(-c3ccccc3)c12,i,i,i,i,i,i,i,2.6,i,i,i
Fc1cccc(CN2CCSCC2)c1,i,i,i,i,i,i,i,-12.0,i,i,i

Continuation:
Molecule,RGS4 inh,TMEM16A inh,RGS4 act,KCNK9 block,KCNK3 block,TMEM16A act,KCNQ1 pot,hERG protect,MrgX1 PAM,KCNQ1 block,MrgX1 ag
O=[N+]([O-])c1cc([N+](=O)[O-])c2cccnc2c1O,i,i,i,i,.,.,i,-4.7,i,i,i
CN1c2ccccc2C(=O)/C(=C\Nc2ncccn2)S1(=O)=O,i,i,i,i,i,i,i,-7.7,i,i,i
COc1ccc(C(=O)NNC(=O)CCn2nnc(-c3ccc(C)cc3)n2)cc1OC,i,i,i,i,i,i,i,-8.4,i,i,i
CC1=CC(C)(C)N(S(=O)(=O)c2ccc(F)cc2)c2ccc(C)cc21,i,i,i,i,i,i,i,-8.8,i,i,i
Cc1ccc(CNC(=O)CCCn2nc(C)c3c(C)n(-c4ccccc4)nc3c2=O)cc1,i,i,i,i,i,i,i,-10.3,i,i,i
Cc1ccc(Cn2c(C)cc3c(c2=O)C(c2cccs2)C(C#N)=C(N)O3)cc1 (centres undefined),i,i,i,i,i,i,i,-0.7,i,i,i
CCOc1ccc(-c2noc(CCC(=O)O)n2)cc1,i,i,i,i,i,i,i,-5.8,i,i,i
Cc1cccc(CSc2nnc(NC(=O)CSc3nnc(C)s3)s2)c1,i,i,i,i,i,i,i,-3.2,i,i,i
N#C/C(=N\Nc1ccc(F)cc1)C(=O)C1CC1,i,25*,i,i,i,i,i,-7.3,i,i,i
CC(OC(=O)c1ccncc1)C(=O)Nc1cc(S(=O)(=O)N2CCCCC2)ccc1Cl (centres undefined),i,i,i,i,i,i,i,-8.6,i,i,i

New compounds follow.
Molecule,RGS4 inh,TMEM16A inh,RGS4 act,KCNK9 block,KCNK3 block,TMEM16A act,KCNQ1 pot,hERG protect,MrgX1 PAM,KCNQ1 block,MrgX1 ag
COCCn1ccc2c(OCC(=O)Nc3ccccc3OC)cccc2c1=O,i,i,i,i,i,i,i,-6.5,i,i,i
COc1cccc(C(=O)NCC(=O)n2nc(C)cc2C)c1,i,i,i,i,i,i,i,-0.6,i,i,i
CC(C)NC(=O)CN(Cc1ccc2c(c1)OCO2)C(=O)CCC(=O)Nc1ccccn1,i,i,i,i,i,i,i,-4.1,i,i,i
Cn1c(=S)n(/N=C/c2cccs2)c2ccccc21,i,i,i,i,i,i,i,-5.8,i,i,i
Cc1ccc(C)c(OCc2cc(C(=O)N3CCN(c4cnccn4)CC3)no2)c1,i,i,i,i,i,i,i,-9.0,i,i,i
Cc1cc(C(=O)COC(=O)c2ccc(O)cc2)c(C)n1CC1COc2ccccc2O1 (centres undefined),i,i,i,i,i,i,i,-4.5,i,i,i
O=C(CN1C(=O)c2cccc3cccc1c23)NC1CCCCC1,i,i,i,i,i,i,i,-1.0,i,i,i
COc1ccc(NC(=O)CSc2nnc(-c3cccnc3)s2)cc1,i,i,i,i,i,i,i,-8.8,i,i,i
C=CCNC(=O)CSCc1ccc(Br)cc1,i,i,i,i,i,i,i,-15.6,i,i,i
CCC1CCCCN1S(=O)(=O)c1ccc(NC(=O)c2ccncc2)cc1 (centres undefined),i,25*,i,i,-9.99*,i,i,-5.9,i,i,i

The list goes on:
Molecule,RGS4 inh,TMEM16A inh,RGS4 act,KCNK9 block,KCNK3 block,TMEM16A act,KCNQ1 pot,hERG protect,MrgX1 PAM,KCNQ1 block,MrgX1 ag
CCCCCOC(=O)CC(C(=O)OCCCCC)N1CCCCC1 (centres undefined),i,i,i,i,i,i,i,-6.9,i,i,i
Cc1cccc2c(-c3ccccc3)cc(=O)[nH]c12,i,i,i,i,i,i,i,-3.2,i,i,i
CC1=CC(c2ccccc2)=Nc2ccc(C)cc2N1,i,i,i,i,i,i,i,-5.4,i,i,i
Clc1ccccc1-c1nnc(CNC2CC2)o1,i,i,i,i,i,i,i,-8.2,i,i,i
COc1ccc(C)cc1N(CC(=O)Nc1ccc2c(c1)OCCO2)S(C)(=O)=O,i,i,i,i,i,i,i,-6.4,i,i,i
O=c1oc(-c2cccs2)nc2c1cnn2-c1ccccc1,i,i,i,i,i,i,i,-5.2,i,i,i
COc1cc(/C=N/Nc2nc(C)cc(=O)[nH]2)ccc1O,i,i,i,i,i,i,i,-5.0,i,i,i
Cc1cccc(NC(=O)CSc2n[nH]c(-c3cccnc3)n2)c1,i,i,i,i,i,i,i,-3.0,i,i,i
Cc1nonc1NC(=O)c1oc2ccc(F)cc2c1C,i,i,i,i,i,i,i,-9.3,i,i,i
Cc1cccc(N2CCN(S(=O)(=O)c3ccc4c(c3)CC(C)N4C(=O)C3CC3)CC2)c1C (centres undefined),i,i,i,i,i,i,i,-7.1,i,6*,i

New compounds follow.
Molecule,RGS4 inh,TMEM16A inh,RGS4 act,KCNK9 block,KCNK3 block,TMEM16A act,KCNQ1 pot,hERG protect,MrgX1 PAM,KCNQ1 block,MrgX1 ag
Cc1cc(NCc2cccnc2)no1,i,i,i,i,i,i,i,-12.9,i,i,i
O=[N+]([O-])c1ccc(N/N=C\c2ccccc2OCc2ccccc2)cc1,i,i,i,i,i,i,i,-4.7,i,i,i
CSc1cccc(NC(=O)CCCNC(=O)c2ccc(Cl)cc2)c1,i,i,i,i,i,i,i,-3.1,i,i,i
Cc1ccc(Oc2ccc(C(=O)NC3CCSC3=O)cn2)cc1 (centres undefined),i,i,i,i,i,i,i,2.2,i,i,i
CCOC(=O)NC(=O)c1cn(CCN(C)C)c(=O)[nH]c1=O,i,i,i,i,i,i,i,-4.8,i,i,i
COc1cc(OC)cc(OCC(O)Cn2cnc3cc(C)c(C)cc32)c1 (centres undefined),i,i,i,i,i,i,i,-18.8,i,i,i
Cc1cccc(OCC(=O)N/N=C/c2ccc3c(c2)OCO3)c1,i,i,i,i,i,i,i,-11.2,i,i,i
Cc1cccc(OC(=O)NCCOC(=O)N(O)c2ccc(Cl)cc2)c1,i,i,i,i,i,i,i,-9.6,i,6*,i
CCCCN1CC[C@H]2C=CC[C@@H](C(=O)Nc3ccc(OC)cc3)[C@H]2C1=O,i,i,i,i,i,i,i,-6.7,i,i,i
CCOC(=O)C(C(=O)Nc1ccccc1C)C1CCCCC1 (centres undefined),i,i,i,i,i,i,i,-3.3,i,i,i

Only KCNQ1 pot and KCNK3 block (3 entries from above):
mol,KCNQ1 pot,KCNK3 block
CSc1cccc(NC(=O)CCCNC(=O)c2ccc(Cl)cc2)c1,i,i
Cc1ccc(Oc2ccc(C(=O)NC3CCSC3=O)cn2)cc1 (centres undefined),i,i
CCOC(=O)NC(=O)c1cn(CCN(C)C)c(=O)[nH]c1=O,i,i

Other records follow.
Molecule,RGS4 inh,TMEM16A inh,RGS4 act,KCNK9 block,KCNK3 block,TMEM16A act,KCNQ1 pot,hERG protect,MrgX1 PAM,KCNQ1 block,MrgX1 ag
CCOC(=O)C1CCCN(CCCc2ccccc2)C1 (centres undefined),i,i,i,i,i,i,i,-14.1&-14.5,i,i,i
CCOc1ccc(S(=O)(=O)Nc2ccccc2SC)c2cccnc12,i,i,i,i,i,i,i,-6.7,i,i,i
Cc1ccc(NS(=O)(=O)c2ccc3c(c2)CCC(=O)N3)cc1C,i,i,i,i,i,i,i,0.6,i,i,i
CCOc1ccc(N(C(=O)Cn2nnc3ccccc32)C(C(=O)NC(C)(C)CC)c2cccn2C)cc1 (centres undefined),i,i,i,i,i,i,i,-6.1,i,i,i
Cc1nn(Cc2ccccc2)c(Cl)c1/C=C1\NC(=S)NC1=O,i,i,i,i,i,i,i,-14.6,i,i,i
CC(C)NC(=O)C(=O)NCc1ccccn1,i,i,i,i,i,i,i,-8.6,i,i,i
COc1ccccc1-c1nc(COc2ccc(Cl)cc2Cl)no1,i,i,i,i,i,i,i,-13.0,i,i,i
CC(OC(=O)c1cc2sccc2n1C)C(=O)NCc1cccs1 (centres undefined),i,i,i,i,i,i,i,-2.0,i,i,i
O=C(NCC1OCCc2ccccc21)c1cc(COc2c(F)cccc2F)on1 (centres undefined),i,i,i,i,i,i,i,-2.6,i,i,i
N=c1c(C(=O)NCCc2ccccc2)cc2c(=O)n3ccccc3nc2n1Cc1ccco1,i,i,i,i,i,i,i,-15.9,i,i,i
CCOC(=O)c1nn(-c2ccc(Cl)cc2)c2nnc(Cc3ccccc3)c(=O)n12,i,i,i,i,i,i,i,-5.8,i,i,i
